# Compound activity from PubChem.
# TNAP activators – human TNAP enzyme activators, primary screen, biochemical, luminescent, no phosphate acceptor, uHTS (AID 1001) | purified TNAP, luminescent activation assay, no phosphate acceptor; higher activation fold means a stronger effect | activation fold at 20 µM; hits with a dose series show EC50 in µM | 200,000 tested, 0.03% active; in the data active = activation fold from about 3, or a potency from the dose series; inactive = the rest, 99 in 100 with activation fold below about 1.6; note: many of its hits are not listed in these tables
# Myeloid diff MLP – compounds promoting myeloid differentiation | ER-HoxA9 myeloid progenitors, lysozyme-GFP differentiation, flow cytometry | calls only at 10 µM | 360,000 tested, 1% active | AID 624256;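 active = normalized GFP-positive differentiation at or above the plate's own cutoff, the solvent-only control mean plus 3 SD; inconclusive = no clear call, values can overlap the other calls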;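 note: cells exposed to compound for four days before flow analysis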
# UTI89 phage lysis – protection from phage-mediated lysis, alamar blue read-out – E. coli UTI89, K1F phage, bacterial capsule biogenesis inhibitors (AID 488966). E. coli UTI89 K1F phage lysis, alamar blue, 2 h; higher % means a stronger effect. inhibition, % at 100 µM, or IC50 in µM where a hit was titrated. 340,000 tested, 0.02% active;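 active = phage lysis inhibition, versus mean bacterial control, above a set limit; inconclusive = no clear call, values can overlap the other calls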;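 note: capsule biogenesis inhibitors block K1F phage lysis so surviving cells raise fluorescence; higher fluorescence means more inhibition of phage lysis; actives were called in the ten point dose series up to 300 µM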
# Rac1 GTP hydrolysis – MgcRacGAP GTPase-activating activity inhibitors, confirmation, biochemical, ADP Hunter fluorescence; MgcRacGAP-stimulated Rac1 GTP hydrolysis, ADP Hunter fluorescence; higher % means a stronger effect; GST-tagged Rac1 F28L mutant substrate; inhibition, % at 30 µM, or IC50 in µM where a hit was titrated; 340,000 tested, 0.6% active;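 active = first-screen hits whose inhibition reached a set limit at any dose in the follow-up dose series; inconclusive = inhibition above the set first-screen limit but never retested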;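 note: fluorescence reports GDP produced by GAP-driven GTP hydrolysis; strong numbers were not always called active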
# Large T inhibition – SV40 large T antigen inhibitors, biochemical (AID 1903); inhibition, % at 20 µM, or IC50 in µM where a hit was titrated; 310,000 tested, 0.39% active; SV40 large T antigen ATPase/helicase inhibition assay; higher % means a stronger effect; in the data active = a potency from the dose series; inconclusive = inhibition mostly from about 32% at the one dose, without a potency; inactive = the rest, 99 in 100 with inhibition below about 32%; note: strong numbers were not always called active
# T cell modulator – T cell immune modulation candidate. 2C CD8+ T cell-vesicle binding, flow cytometry; hits give low values. calls only at 7 µM. 330,000 tested, 0.068% active. AID 2052;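 active = response, share of CD8 T cells binding vesicles, and their 90th percentile fluorescence all below set limits, cut at about 80% in these data, passing the limit was not always enough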
#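 Assay system – 2C mouse CD8+ T cells · Also added – QL9-loaded Drosophila micro-vesicles · Timing – Cell–vesicle co-incubation 1.5 h at 37 °C, staining 20 min on ice · Signal – flow cytometry of vesicle-bound cells · Measure – percent CD8+ FL2 mean versus row control · Controls – Peptide-free naked vesicles (low) and QL9 vesicles with 0.7% DMSO vehicle (high)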
# RSV antiviral HEp-2 – RSV antiviral activity via CPE protection, HEp-2 cells, primary 10 µM value included (AID 2391); HEp-2 cells, RSV-induced CPE inhibition; higher % means a stronger effect; CPE inhibition, % at 10 µM, or IC50 in µM where a hit was titrated; 310,000 tested, 0.13% active; in the data active = a potency from the dose series; inconclusive = CPE inhibition mostly from about 23% at the one dose, without a potency; inactive = the rest, 99 in 100 with CPE inhibition below about 21%; note: strong numbers were not always called active
# NTR1 agonist – agonists of NTR1, primary screen, imaging, U2OS cells, beta-arrestin-GFP, high content (AID 493036). P30989. NTR1-U2OS beta-arrestin-GFP spot imaging, agonist mode. activation, % at 20 µM. 330,000 tested, 0.17% active;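 active = activation at or above 40% of the spot to cytoplasm intensity ratio, with at least 20 cells analyzed; inconclusive = wells under 20 cells, flagged as cytotoxic or low count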;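 note: 0% = DMSO without peptide and 100% = 100 nM NTR1 peptide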
# Target sequence (P30989 whole entry, looked up): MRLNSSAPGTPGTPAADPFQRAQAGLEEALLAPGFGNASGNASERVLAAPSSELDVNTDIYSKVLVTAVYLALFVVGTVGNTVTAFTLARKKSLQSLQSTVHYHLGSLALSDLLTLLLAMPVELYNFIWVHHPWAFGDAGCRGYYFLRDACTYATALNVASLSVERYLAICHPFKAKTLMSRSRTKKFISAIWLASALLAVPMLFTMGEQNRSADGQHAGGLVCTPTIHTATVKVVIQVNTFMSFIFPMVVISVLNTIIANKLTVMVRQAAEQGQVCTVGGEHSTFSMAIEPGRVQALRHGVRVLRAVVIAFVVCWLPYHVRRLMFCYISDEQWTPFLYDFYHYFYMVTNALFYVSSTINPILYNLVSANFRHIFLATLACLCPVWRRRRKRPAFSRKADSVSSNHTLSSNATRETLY
# PhoP inhibition – inhibitors of PhoP regulon expression, primary screen, Salmonella Typhimurium, GFP reporter (AID 1863); S. Typhimurium PhoP-regulated promoter GFP reporter, 4 h; higher % means a stronger effect; one-dose inhibition, % at 50 µM; IC50 in µM for titrated hits; 300,000 tested, 0.16% active;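 active = inhibition over 29.93%, a cutoff 3 SD above the screen mean, later confirmed by dose response; inconclusive = inhibition over 29.93% but no dose response follow-up; inactive = inhibition at most 29.93% or unconfirmed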;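 note: 0% = low Mg2+ inducing control and 100% = high Mg2+ repressing control; strong numbers were not always called active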
# T cell modulator vesicle-bound % – recorded beside T cell modulator, whose call it bears; double positive events, %; measured here: CD8+ vesicle-bound cell fraction;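 binding gate set so that unloaded-vesicle control wells show 10% double positive cells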
# NTR1 agonist cell count 20 µM – also measured in NTR1 agonist; calls as there; cell count; measured here: cell count, cytotoxicity flag
# Myeloid diff MLP GFP+ MAC1+ % – also measured in Myeloid diff MLP; calls as there; GFP+ MAC1+ double positive, %; measured here: differentiation confirmed by MAC1 staining
# Starred values were filed as active, the others as inactive; i = inactive; ? = inconclusive; . = no result given; [ ] = dose if it differs, or a comment. Hits appear at their usual frequency, and some 2.3% of all compounds hit somewhere here.
SMILES,TNAP activators,Myeloid diff MLP,Myeloid diff MLP GFP+ MAC1+ %,UTI89 phage lysis,Rac1 GTP hydrolysis,Large T inhibition,T cell modulator,T cell modulator vesicle-bound %,RSV antiviral HEp-2,NTR1 agonist,NTR1 agonist cell count 20 µM,PhoP inhibition
CCOC(=O)C1CCCN(C(=O)c2ccc(CS(=O)(=O)c3ccc(Br)cc3)o2)C1 (stereo not given),1,i,2.1,-3.2%,2%,3%,i,39,0.0%,1.8,59,2%
COc1cc(C(=O)Oc2ccc(Br)cc2C(=S)N2CCOCC2)cc(OC)c1OC,.,i,0.4,-0.2%,12%,6%,i,20,-0.3%,0.8,53,-1%
COc1ccc(/C=N/NC(=O)CCn2cnc(-c3ccccc3)c2-c2ccccc2)cc1OC,1.1,.,.,4.2%,4%,2%,i,60,5.1%,1.9,97,18%
Cc1ccc(S(=O)(=O)N2CCN(C(=O)c3cccc(-n4cccc4)c3)CC2)cc1,.,i,0.5,1.5%[50 µM],2%,4%,i,38,-1.2%,-0.7,58,3%
COc1ccc(-n2nc(C(=O)NCC(=O)N3CCCCCC3)c3ccccc3c2=O)c(OC)c1,.,i,0.7,1.0%,0%,2%,i,50,3.5%,-0.6,54,-3%
CCCCNC(=O)CCSc1ccc(C)cc1,1,i,0.5,0.8%[50 µM],-6%,-4%,i,45,1.7%,-0.7,75,10%
NC(=O)N=Nc1c2[nH]c3ccccc3nc-2c2ccccc12,.,?,.,.,.,2%,i,48,11%,3.2,68,-14%
CC(C)(C)CC(C)(C)Nc1c(-c2ccc(O)cc2)nc2cnccn12,.,i,0.2,0.5%,29%,.,i,25,-2.5%,15,44,.
CCOc1ccc(/C=N/OCC(=O)NCc2ccco2)cc1,1.1,i,0.5,0.3%,9%,4%,i,61,0.2%,-1.9,60,2%
COc1ccc(CNC(=O)Cc2cccs2)cc1OC,.,i,0.6,0.1%,13%,-11%,i,11,0.0%,1.2,78,18%
O=C(CCC1N=C2c3ccccc3N=C(SCC(=O)NCc3ccco3)N2C1=O)NCc1ccco1 (stereo not given),1.1,i,1.0,0.7%,-1%,8%,i,21,3.3%,0.9,64,-6%
COC(=O)c1ccc(NC(=O)CN2C(=O)C3C4C=CC(C4)C3C2=O)cc1 (stereo not given),1.1,i,0.6,5.6%,3%,0%,i,29,2.3%,0.1,56,-1%
COc1cc(Br)cc(CNc2ccc(F)c([N+](=O)[O-])c2)c1O,1,i,0.0,-0.9%,10%,8%,i,46,6.7%,2.3,33,6%
O=C(CCCn1nnc2ccccc2c1=O)N[C@H](C(=O)O)c1ccccc1,.,i,0.3,-0.1%,-11%,15%,i,29,0.6%,-1.5,46,-3%
Cc1ccc(C(=O)N2CC(=O)Nc3ccc(F)cc3C2c2ccc(F)cc2)cc1[N+](=O)[O-] (stereo not given),1.2,i,0.9,7.1%,-1%,31%,i,37,1.4%,2.6,46,2%
CCn1c(C)nc2cc(S(=O)(=O)C(F)(F)F)ccc21,1.1,i,1.2,-0.1%,10%,14%,i,14,1.4%,-0.5,31,7%
COc1ccc([C@@H]2CC=C(C(=O)O)[C@H](c3ccc(Cl)cc3)N2S(=O)(=O)c2ccc(Cl)cc2)cc1,.,i,1.3,-1.8%,2%,27%,i,13,1.3%,11,57,9%
Cc1cc(C)nc(SCC(=O)Nc2ncc(C(F)(F)F)cc2Cl)n1,1.1,i,1.2,1.9%[50 µM],6%,3%,i,44,1.4%,0.2,88,4%
CC(=O)c1ccc(NC(=O)CCc2nnc3ccc(N4CCC5(CC4)OCCO5)nn23)cc1,.,i,1.8,0.1%,-3%,16%,i,19,1.2%,-0.6,58,-2%
CCC(C)NC(=O)CSc1nc2ccc(N3CCOCC3)cc2c(=O)n1CCc1ccccc1 (stereo not given),1.1,.,.,.,.,7%,i,26,2.0%,2.2,73,-9%
Cc1ccc2[nH]c(C(=O)N3CCCCC3)cc2c1,.,i,0.8,-2.8%,-4%,8%,i,12,1.1%,0.2,64,-1%
Cc1ccc(CNC(=O)CSc2nc3n[nH]c(C)c3c(=N)n2-c2cccc(C)c2)cc1,1.3,i,2.1,5.9%,-1%,15%,i,37,16%,3.6,73,-13%
COc1cc(/C=N/O)cc(Br)c1OS(=O)(=O)c1ccc(C)cc1,1.1,i,0.9,i,1%,24%,i,34,14%,4.1,56,2%
COC(=O)C1=C(C(=O)OC)[C@@H]2N(Cc3ccccc3)c3ccccc3[C@@]23C[C@@H](C(=O)OC)N(C(=O)c2cccs2)C3=N1,.,i,1.0,-3.7%,1%,7%,i,14,-3.1%,-2.1,96,3%
CCOC(=O)C1(Cc2ccccc2C)CCCN(C(=O)CN2C(=O)CSC2=O)C1 (stereo not given),.,i,0.4,1.3%,5%,8%,i,6,1.9%,1.3,55,-2%
CCc1ccccc1NC(=O)c1cccc(Oc2ccc([N+](=O)[O-])cc2Cl)c1,1,i,0.5,0.2%,10%,0%,i,66,11%,-0.4,67,-9%
O=C1NC(=S)/C(=C\c2ccc(-c3ccccc3Cl)o2)S1,1,i,0.2,-0.2%,14%,?,i,37,0.6%,.,.,-13%
O=C(Nc1ccc(C(=O)N2CCCC2)cc1)c1ccccc1[N+](=O)[O-],1.1,i,0.6,-0.2%,0%,3%,i,12,0.8%,0.1,53,-8%
COc1ccc(-c2cc(-c3ccccc3)c(C#N)c(SCC(=O)Nc3ncc(C)s3)n2)cc1,1,i,0.9,1.2%[50 µM],7%,-1%,i,6,15%,2.1,83,2%
CCc1nnc(NC(=O)c2sc3nc(C)cc(COC)c3c2N)s1,1.1,i,0.1,0.2%,5%,4%,i,20,3.7%,0.5,64,-7%
COc1ccc(NC(=O)CSC2CCCCC2)cc1,1.1,i,0.3,3.5%,6%,13%,i,18,3.4%,1.4,45,-7%
COc1cc(OC)cc(C(=O)Nc2nnc(NC(=S)Nc3ccccc3)s2)c1,1.2,?,.,-1.3%,-2%,12%,i,51,55%,0.5,48,11%
O=C(NCC1CCCO1)/C(=C\c1ccccc1)NC(=O)c1ccccc1 (stereo not given),1.1,i,0.4,0.2%,5%,4%,i,9,1.3%,4.0,47,0%
CCOC(=O)c1ccc(N=C2S/C(=C\c3cc(C)n(-c4cccnc4)c3C)C(=O)N2C)cc1,1,.,.,0.1%,13%,10%,i,50,0.9%,-0.1,21,3%
O=[N+]([O-])c1ccc(OCc2cnc(Cl)s2)cc1,1.1,i,0.0,-0.2%,5%,12%,.,.,.,.,.,-6%
CCC(C)[C@H](NC(=O)N1CC(=O)Nc2ccccc21)C(=O)N1CCC[C@@H]1C(=O)O (stereo not given in full),.,i,2.0,8.0%,-1%,.,i,18,1.6%,-2.3,92,.
CC(C)N1CCC(N2CCN(Cc3nc4ccccc4s3)CC2CCO)CC1 (stereo not given),.,i,0.2,0.1%,13%,25%,i,43,-1.3%,1.8,59,.
CCC(NS(=O)(=O)c1ccc(C)cc1)C(=O)Nc1ccc(NC(C)=O)cc1 (stereo not given),0.9,i,1.0,0.3%,0%,2%,i,38,0.4%,0.4,56,-18%
CCC1=NN2C(=N)/C(=C\c3ccc(OCc4cc(=O)n5nc(CC)sc5n4)c(OC)c3)C(=O)N=C2S1,1.1,i,0.1,i,4%,8%,.,.,.,.,.,-12%
Cc1ccc(C)c(C(=O)COC(=O)c2ccc(C)c(S(=O)(=O)N3CCOCC3)c2)c1,.,i,0.4,-0.4%,2%,.,i,51,2.1%,1.6,71,.
CCOc1cc(N2CCOCC2)c(OCC)cc1NC(=O)COC(=O)CCc1c[nH]c2ccccc12,1.1,i,0.7,0.0%,14%,7%,i,32,0.1%,4.4,34,-2%
COc1ccc(NC(=O)C2CCN(C(=O)c3cccs3)CC2)cc1,1,i,0.5,-0.3%,9%,8%,i,34,1.0%,0.5,70,13%
C/C(CCc1oc2ccc(Br)cc2c1-c1ccc(C)o1)=N/O,1.1,i,0.3,6.6%,10%,31%,i,44,8.4%,8.5,60,3%
CCOc1ccc(-n2cc(C(=O)N3CCCCCC3)c3cc(OC)c(OC)cc3c2=O)cc1,1,i,0.8,-2.1%,6%,-5%,i,42,0.5%,1.0,50,2%
NCCCC[C@H](N)c1nnc([C@H](CCC(=O)O)NC(=O)C2CCNCC2)o1,1.1,i,1.2,0.4%,18%,2%,.,.,-0.4%,-0.6,56,-12%
O=C(c1cc2ccccc2cc1O)N1CCN(c2ccc([N+](=O)[O-])cc2)CC1,.,i,0.9,0.8%[50 µM],2%,18%,i,30,1.4%,1.2,66,12%
O=C(O)CCn1nnc(-c2ccccc2)n1,1,i,0.1,.,.,7%,i,43,1.2%,-0.1,39,2%
CCC(=O)n1nc(-c2ccc(Cl)cc2)nc1NCc1ccccc1,1.1,i,2.3,0.3%,-1%,6%,i,30,1.6%,6.1,50,-3%
O=C(Nc1ncccn1)c1cc(-c2cccc(Br)c2)nc2ccccc12,1.1,i,0.8,8.3%,6%,0%,i,27,10%,0.9,46,0%
COc1ccc([N+](=O)[O-])cc1NS(=O)(=O)c1ccc(Cl)c(C(=O)Nc2sc3c(c2C#N)CCCCC3)c1,1,.,.,.,.,5%,i,36,-0.2%,9.6,53,2%
CCOC(=O)Nc1nc(-c2ccc(Cl)cc2Cl)cs1,1.1,i,0.2,5.2%,7%,-16%,i,39,13%,6.2,34,4%
O=C(COC(=O)CCCc1c[nH]c2ccccc12)Nc1ccc2c(c1)OCO2,1.1,i,0.0,-0.2%,-3%,17%,i,40,0.5%,-4.2,85,-3%
Cc1cccc2c1NC(=O)C2(O)N1CCCC(C)C1 (stereo not given),.,i,0.7,0.6%,11%,27%,i,59,0.2%,-0.8,42,0%

# Two entries picked at random from the list so far:
SMILES,TNAP activators,Myeloid diff MLP,Myeloid diff MLP GFP+ MAC1+ %,UTI89 phage lysis,Rac1 GTP hydrolysis,Large T inhibition,T cell modulator,T cell modulator vesicle-bound %,RSV antiviral HEp-2,NTR1 agonist,NTR1 agonist cell count 20 µM,PhoP inhibition
CCOc1cc(N2CCOCC2)c(OCC)cc1NC(=O)COC(=O)CCc1c[nH]c2ccccc12,1.1,i,0.7,0.0%,14%,7%,i,32,0.1%,4.4,34,-2%
COc1ccc(NC(=O)C2CCN(C(=O)c3cccs3)CC2)cc1,1,i,0.5,-0.3%,9%,8%,i,34,1.0%,0.5,70,13%
